Screening data: PubChem BioAssay, Broad Institute
Statin myotox sup: suppressors of statin myotoxicity in C2C12 myotubes, primary screen, cell-based, single point, plate reader | C2C12 myotubes + simvastatin, ATP luminescence, 48 h; scaled: DMSO 0, geranylgeraniol control 100 | rescue of ATP level, % at 7.49 µM | 330,000 compounds, 0.78% hits | AID 602340, 2012;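 active means mean ATP rescue above about 67%, or every replicate alone reaching that limit, limit read from the data, passing the limit was not always enough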;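 further: myotubes were challenged with 10 µM simvastatin during compound exposure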
ERp5 inh: inhibitors of ERp5-driven insulin aggregation, primary screen, biochemical, turbidity, absorbance 650 nm, single point; 90 min; 350,000 compounds, 0.05% hits; inhibition, % at 9.99 µM;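 active means mean replicate inhibition above about 25%, with every replicate also reaching it, limit read from the data, passing the limit was not always enough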
Target sequence (Q15084 whole entry, looked up): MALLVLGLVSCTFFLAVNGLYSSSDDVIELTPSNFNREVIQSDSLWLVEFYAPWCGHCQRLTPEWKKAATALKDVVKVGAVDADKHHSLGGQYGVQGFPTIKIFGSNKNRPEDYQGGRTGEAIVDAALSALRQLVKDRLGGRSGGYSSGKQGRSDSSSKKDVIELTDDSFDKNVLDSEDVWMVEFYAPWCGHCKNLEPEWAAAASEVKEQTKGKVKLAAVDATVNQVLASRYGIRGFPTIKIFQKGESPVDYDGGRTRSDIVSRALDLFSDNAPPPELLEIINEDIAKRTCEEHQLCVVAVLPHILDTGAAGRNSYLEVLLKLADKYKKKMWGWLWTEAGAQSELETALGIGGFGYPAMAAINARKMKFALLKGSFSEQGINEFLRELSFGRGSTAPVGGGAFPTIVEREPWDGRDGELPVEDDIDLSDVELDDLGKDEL
Cneo AK release: Cryptococcus neoformans cell lysis inducers, primary screen, AK release luminescence, single concentration; C. neoformans lysis, adenylate kinase release luminescence, 4 h; normalised: neutral wells 0, clomiphene wells 100; lysis activity, % at 15 µM; 360,000 compounds, 0.2% hits; AID 651654, 2012;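 active means mean lysis activity across replicates of at least 80%, whatever share of replicates individually reach that level; inactive means mean lysis activity below 80%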
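read-out = cell lysis signal | test system = log-phase Cryptococcus neoformans yeast cells | input = cells at 5 × 10^6 per mL | medium = fresh YPD growth medium | signal = luminescent adenylate kinase detection reagent | timing = 4 h at 37 °C static, read 1 h later | dosing = single dose | controls = Clomiphene as positive lysis control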
ARNT-TACC3 inh: disruptors of ARNT/TACC3 protein interaction, primary screen, biochemical, AlphaScreen, single concentration | Transforming acidic coiled-coil-containing protein 3 (Homo sapiens), Q9Y6A5 | AlphaScreen His-ARNT PAS-B/GST-TACC3 binding, luminescence; TACC3 fragment carries E629A point mutation | inhibition, % at 9.99 µM | 390,000 compounds, 0.66% hits | AID 623870, 2012;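 active means mean inhibition of replicates at least 50% and at least half of replicates each reaching 50%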;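 further: 0% = complete ARNT plus TACC3 wells and 100% = ARNT alone without TACC3; many hits fall short of the cut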
miR122 inh: miR-122 Renilla sensor signal increase in Huh7, primary screen, miR-122 inhibitor project, cell-based, single point, plate reader; Huh7 miR-122 Renilla luciferase sensor, 48 h; neutral wells = 0, positive control = 100; activation (reporter increase), % at 12.5 µM; 340,000 compounds, 0.3% hits; AID 602342, 2012;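 active means mean replicate activation score at least 90 and every replicate individually at or above 90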;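 further: higher luciferase means less miR-122 activity so hits act as miR-122 inhibitors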
SIRT5 inh: SIRT5 desuccinylase inhibitors, primary screen, biochemical, fluorescence imaging, single point, set 5; AID 652115, 2013; 330,000 compounds, 1.1% hits; Purified SirT5, succinyl-peptide AMC, trypsin-coupled fluorescence; NAD-dependent protein deacylase sirtuin-5, mitochondrial (Homo sapiens), Q9NXA8; inhibition, % at 15 µM; in the data active means inhibition above about 15%
Target sequence (Q9NXA8 whole entry, looked up): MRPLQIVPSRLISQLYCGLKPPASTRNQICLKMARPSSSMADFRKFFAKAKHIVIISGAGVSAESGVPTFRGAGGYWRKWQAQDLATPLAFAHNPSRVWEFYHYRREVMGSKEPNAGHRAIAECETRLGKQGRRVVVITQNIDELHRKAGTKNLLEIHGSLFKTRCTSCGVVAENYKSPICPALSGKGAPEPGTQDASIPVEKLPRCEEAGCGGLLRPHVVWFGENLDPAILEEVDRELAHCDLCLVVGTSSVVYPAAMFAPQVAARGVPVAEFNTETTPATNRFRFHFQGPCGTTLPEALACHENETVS
esBAF inh: Bmi1 luciferase reporter increase in mESCs, primary screen, esBAF inhibitor project, mouse ES cells, Bmi1 luciferase knock-in, single point; reporter increase, % at 12.5 µM; AID 602393, 2012; 350,000 compounds, 2% hits; 24 h; 100% = twice the neutral-well signal; in the data active means activation above about 40%;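 further: 0% = median of the plate's neutral control wells and 100% = double that signal; a rise in the Bmi1 reporter signal indicates esBAF inhibition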
* = called active by the depositor; / = no result given; & = joins results of further samples; [ ] = another dose, or the depositor's remark.

Every second line gives: Statin myotox sup	ERp5 inh	Cneo AK release	ARNT-TACC3 inh	miR122 inh	SIRT5 inh	esBAF inh
1: C[C@H]1CN([C@@H](C)CO)C(=O)Cc2cc(NC(=O)Cn3cnnn3)ccc2O[C@H]1CN(C)Cc1ccncc1
  3&-1	0&-3	12&-1	-1&-3	-8[16.7 µM]	-3	-2&-5
2: Clc1ccc2nc(-c3ccc(Br)s3)cn2c1
  6	/	-4	4	7	/	-38
3: C[C@@H]1CCCCO[C@H](CN(C)Cc2ccc3c(c2)OCO3)[C@H](C)CN([C@@H](C)CO)C(=O)c2cc(NC(=O)c3ccccc3)ccc2O1
  -10	3&-2	1&0	-4	-4	5&3	2&0
4: Cc1ccc(NC(=O)CSc2nc(=O)cc(N)n2CCc2ccccc2)cc1
  -10	2	-1	0	12	-2	7
5: O=C(Cn1c(C(F)(F)F)nc2ccccc21)Oc1cccc(C(F)(F)F)c1
  8	/	-7	9	-5	/	0
6: C[C@H]1CCCCO[C@@H](CN(C)CC2CCCCC2)[C@@H](C)CN([C@@H](C)CO)C(=O)c2cc(NS(=O)(=O)c3ccc(F)cc3)ccc2O1
  -32	-1	1	-10	-12[16.7 µM]	15	5
7: C[C@H]1CN([C@@H](C)CO)C(=O)Cc2cc(NC(=O)Nc3ccc(C(F)(F)F)cc3)ccc2O[C@@H]1CN(C)S(=O)(=O)c1cccs1
  -8	-3	-3	16	-4[16.7 µM]	7	3
8: CCc1nc2ccc(C(=O)NCc3ccc4c(c3)OCO4)cn2c1N(CC)CCN(C)C
  1	4	-3	/	-1	-3	-3
9: Cc1cccc(OCC(=O)Nc2cccc3nsnc23)c1
  37	/	0	-3	0	/	1
10: COc1cccc(N=C2CC(C)(C)CC(=O)/C2=C(/O)c2ccccc2)c1
  3	-5	-6	2	5	-2	1
11: Cc1ccc(O)c(-c2cc(C(=O)Nc3ccc(S(=O)(=O)Nc4nccc(C)n4)cc3)[nH]n2)c1
  /	-1	-1	-4	-7	-1	/
12: Cc1ccc(NC(=O)C(c2ccc(Cl)cc2)N2CCOCC2)cc1 (configuration not stated)
  /	-3	/	2	/	2	/
13: CC1Cc2ccccc2N1S(=O)(=O)c1cccc(C(=O)OCC(=O)N2CCOCC2)c1 (configuration not stated)
  -8	3	2	-9	/	0	-4
14: CC(C)N(C(=O)CSc1nc2ccccc2n1Cc1ccccc1)C(C)C
  3	/	/	1	3	/	-6
15: Cc1ccc(S(=O)(=O)CC2CSc3nc4ccccc4n32)cc1 (configuration not stated)
  /	-7	/	-4	/	-2	/
16: COc1cc2c(cc1OC)C(c1c(Cl)cccc1Cl)NC(=O)C2 (configuration not stated)
  20	19	-1	-9	/	26*	-1
17: C=C(C)Cc1c(C)nc(-c2ccccc2)[nH]c1=O
  4	/	-1	7	-1	/	7
18: CC1(C(=O)NS(=O)(=O)c2ccccc2)CCN1C(=O)CCc1ccc(Cl)cc1Cl (configuration not stated)
  10	3	0	/	-5	-8	0
19: Cc1noc(C)c1NC(=O)N(C)C[C@H]1Oc2ccc(NC(=O)Nc3ccc(C(F)(F)F)cc3)cc2C(=O)N([C@@H](C)CO)C[C@H]1C
  5	-2	5	7	2[16.7 µM]	0	1
20: C[C@@H](NC(=O)c1nc[nH]c1C(=O)NCc1ccccc1)c1ccccc1
  1	-9	-2	7	2	/	4
21: Cc1ccc(S(=O)(=O)Nc2cccc3c2O[C@@H](CN(C)C)[C@H](C)CN([C@H](C)CO)C3=O)cc1
  17	-2	43	-1	6[16.7 µM]	1	1
22: COc1ccc(CCNC(=O)COc2ccc(-c3ccc(C)cc3)cc2)cc1OC
  -8	3	0	-4	0	-2	2
23: CC(C)N(C(=O)[C@H]1C[C@H](CC(=O)NCCC2=CCCCC2)C(=O)N2CCc3c([nH]c4cc(-c5ccco5)ccc34)[C@]12C)C(C)C
  -7	-5	1	-1	-6	-9	7
24: O=C(Nc1cccc(C(=O)N2CCOCC2)c1)C1CCCC1
  11	-4	-3	-4	-4	/	0
25: CCCCNS(=O)(=O)c1ccc(NC(=O)C(Sc2ccccc2)c2ccccc2)cc1 (configuration not stated)
  3	/	2	2	20	/	-1
26: COCC(=O)N(CCc1ccccc1)Cc1cc2cc(C)ccc2nc1Cl
  8	4	0	-5	1	1	1
27: COc1ccc(CCn2c(=N)c(C(=O)NCC3CCCO3)cc3c(=O)n4ccccc4nc32)cc1 (configuration not stated)
  -26	0	-3	21	4	-3	-1
28: Cn1cc(S(=O)(=O)Nc2cccc3ccccc23)c(=O)n(C)c1=O
  2	6	-1	-4	/	-1	2
29: CC(=O)Nc1ccc(C(=O)NC2CCSc3ccccc32)cc1 (configuration not stated)
  /	0	0	-3	2	-14	/
30: Cc1c(Cl)cccc1-n1nnnc1-c1cccs1
  -3	/	-3	26	10	/	6
31: C[C@@H]1CN([C@H](C)CO)S(=O)(=O)c2ccc(-c3cncnc3)cc2O[C@H]1CN(C)Cc1ccccc1
  -108	1	3	6	0[16.7 µM]	2	-7
32: COc1ccc(NC(=O)Nc2ccc3oc(C)nc3c2)cc1
  /	-2	/	-4	/	1	/
33: CCC(=O)N1[C@H](CO)[C@@H](c2ccccc2)[C@@H]1CNC(=O)CN1CCOCC1
  7	0	0	0	-24[16.7 µM]	1	-5
34: COc1ccccc1S(=O)(=O)N[C@H]1CC[C@@H](CCn2cc(C3CC3)nn2)O[C@@H]1CO
  -4	-1	-5	-3	/	3	0
35: C[C@@]12C(=O)N(Cc3ccc(F)cc3)CC(=O)N1[C@H]1c3cc(Cl)ccc3OC[C@@H]1[C@@H]2c1ccccc1
  -1	1	-3	-2	-9	-6	-4
36: CN(C(=O)COC(=O)c1cccc(S(=O)(=O)N(C)c2ccccc2)c1)C1CCCCC1
  1	2	1	-6	/	0	-2
37: O=C(CSc1nc2ccccc2[nH]1)c1c[nH]c2ccccc12
  2	-5	-2	-2	3	-3	28
38: CO[C@H]1CN(C)C(=O)c2ccc(NS(=O)(=O)c3ccc(C)cc3)cc2OC[C@@H](C)NC[C@@H]1C
  -1	-2	1	-1	-6[16.7 µM]	-5	2
39: CCN(CC)CCn1c(SCC(=O)NCc2ccccc2)nc2c(sc3ccccc32)c1=O
  -10	2	2	-2	-5	1	-10
40: Cc1cccc(C)c1NC(=O)Cc1cccs1
  -2	1	-1	0	-1	1	-1
41: CCC(C)[C@H](NS(=O)(=O)c1ccc(C)cc1)C(=O)N1CCC(C(=O)N2CCC(C(=O)OC)CC2)CC1 (some centres not stated)
  -9	-6	-3	-2	-7	/	3
42: CCOc1ccc(-c2n[nH]c(C)c2-c2ccccc2OC)c(O)c1
  7	/	-1	2	14	/	16
43: COCC(=O)Nc1ccc2c(c1)C(=O)N(C)[C@H]1CC[C@@H](CC(=O)NCCc3ccccc3)O[C@@H]1CO2
  0	-1	1	10	3[16.7 µM]	0	-3
44: COc1ccc(-c2cc(C(=O)N(C)CC(=O)Nc3cccc(F)c3)c3ccccc3n2)cc1OC
  -21	7	0	/	-3	/	3
45: CCOc1ccc(NC(=O)COC(=O)C2CCC(=O)N2)c([N+](=O)[O-])c1 (configuration not stated)
  -2	-5	/	2	0	1	-1
46: O=C(c1ccc(F)cc1)N1CCC(C(=O)N2CCN(S(=O)(=O)c3cccc([N+](=O)[O-])c3)CC2)CC1
  4	2	6	3	3	-2	-5
47: Cc1ccc(CNC(=O)CCn2cc(-c3ccc(C)cc3)nc2CCN)cc1
  -15	-4	1	-5	1	5	-2
48: NC(=O)COc1ccc(/C=C2\C(=O)ON=C2c2ccccc2)cc1
  4	-3	0	-2	-9	-4	19
49: O=C(CSc1nc(-c2ccccc2)c(-c2ccccc2)[nH]1)Nc1nccs1
  5	-2	-2	0	/	8	-2
50: C[C@@H]1CCCCO[C@H](CN(C)C(=O)NC2CCCCC2)[C@@H](C)CN([C@H](C)CO)C(=O)c2cc(NC(=O)Nc3ccc4c(c3)OCO4)ccc2O1
  /	-8	-2	-5	-2[16.7 µM]	0	-4
51: O=C(NCCc1ccccc1)c1ccc2c(c1)OCO2
  14	2	-4	-2	0	-1	-74
52: Cc1c(C(=O)NC(Cc2ccccc2)c2nc3ccccc3[nH]2)cccc1[N+](=O)[O-] (configuration not stated)
  /	2	/	-7	/	-1	/
53: CC(C)[C@@H](COc1ccccc1)N1CCN(Cc2ccccc2)CCC1=O
  13	7	1	2	-1	/	-12
54: COc1ccc(NC(=O)Nc2ccc3c(c2)C(=O)N([C@H](C)CO)C[C@@H](C)[C@H](CN(C)S(=O)(=O)c2ccc(C)cc2)OCCCC[C@@H](C)O3)cc1
  /	-3	21	-6	-14[16.7 µM]	-1	2
55: CCCCN(CCCC)Cc1ccc(N)cc1
  2	/	-2	4	-4	/	-4
56: c1ccc2c(-c3cncc4ccccc34)cncc2c1
  /	2	/	19	/	-2	/
57: O=S(=O)(NCCOc1cccc2cccnc12)c1ccc(F)cc1
  14	-3	0	-1	4	-1	11
58: COc1ccc(NC(=O)c2ccc([N+](=O)[O-])cc2[N+](=O)[O-])c(OC)c1
  /	3	/	-1	/	-3	/
59: COc1cc2c(cc1OC)CN(C(=O)C1(c3ccccc3)CC1)CC2
  0	3	0	3	-3	-3	-3
60: C[C@@H]1CN([C@@H](C)CO)C(=O)c2ccccc2-c2ccccc2CO[C@@H]1CN(C)C(=O)c1ccc(F)cc1
  -5	-1	-6	-6	/	0	-5

Molecules listed so far containing a nitro group on carbon, in the order listed:
Every second line gives: Statin myotox sup	ERp5 inh	Cneo AK release	ARNT-TACC3 inh	miR122 inh	SIRT5 inh	esBAF inh
45: CCOc1ccc(NC(=O)COC(=O)C2CCC(=O)N2)c([N+](=O)[O-])c1 (configuration not stated)
  -2	-5	/	2	0	1	-1
46: O=C(c1ccc(F)cc1)N1CCC(C(=O)N2CCN(S(=O)(=O)c3cccc([N+](=O)[O-])c3)CC2)CC1
  4	2	6	3	3	-2	-5
52: Cc1c(C(=O)NC(Cc2ccccc2)c2nc3ccccc3[nH]2)cccc1[N+](=O)[O-] (configuration not stated)
  /	2	/	-7	/	-1	/
58: COc1ccc(NC(=O)c2ccc([N+](=O)[O-])cc2[N+](=O)[O-])c(OC)c1
  /	3	/	-1	/	-3	/

More structures follow:
Every second line gives: Statin myotox sup	ERp5 inh	Cneo AK release	ARNT-TACC3 inh	miR122 inh	SIRT5 inh	esBAF inh
61: CO[C@H]1CN(C)C(=O)c2ccc(NC(=O)c3ccc(F)cc3)cc2OC[C@@H](C)N(C(=O)CC2CC2)C[C@H]1C
  15	-8	-2	0	/	-3	-1
62: C[C@H]1CN([C@@H](C)CO)C(=O)c2cc(C#CCN(C)C)cnc2O[C@@H]1CN(C)Cc1ccc2c(c1)OCO2
  14	4	0	1	-3[16.7 µM]	1	-2
63: COc1ccccc1NC(=O)C1CCN(S(=O)(=O)c2ccc3c(c2)NC(=O)CO3)CC1
  7	-2	1	5	1	-4	-3
64: CC(C)CC#Cc1ccc2c(c1)O[C@@H](CN(C)Cc1ccc3c(c1)OCO3)[C@@H](C)CN([C@@H](C)CO)S2(=O)=O
  10	2	22	19	-1[16.7 µM]	14*	-7
65: NS(=O)(=O)c1ccc(NC(=O)CSc2nnc(-c3ccc(O)cc3)o2)cc1
  -10	0	-1	/	-6	1	-11
66: CC1CCCN(S(=O)(=O)c2ccc3c(c2)C(C)(C)C(=O)N3C)C1 (configuration not stated)
  -7	/	1	/	-1	/	8
67: Cc1ccccc1C(=O)NC1CCN(C(=O)NCc2ccccc2)CC1
  3	-2	-4	-4	-6	-3	2
68: Fc1ccc(/C=N/NC(=S)Nc2cccnc2)cc1
  -8	1	-5	-12	/	-6	18
69: Cc1ccc(S(=O)(=O)N2C(=O)CCC2C(N)=O)cc1 (configuration not stated)
  8	-2	0	-1	-1	2	-2
